# Source: PubChem
# RmlCD inh 1536 – M. tuberculosis RmlC/RmlD coupled enzyme inhibitors, primary screen, biochemical, compound mixtures, 384-well, from 1536-well plates. RmlC+RmlD coupled enzyme assay, percent inhibition; primary screen in compound mixtures. inhibition, % at 3.6 µM. 160,000 compounds, 0.03% hits. AID 1533, 2009; in the data active means inhibition mostly above about 34%, no sharp cut-off; further: some results filed as inactive read as strong as hits
# Target sequence (P9WH09 whole entry, looked up): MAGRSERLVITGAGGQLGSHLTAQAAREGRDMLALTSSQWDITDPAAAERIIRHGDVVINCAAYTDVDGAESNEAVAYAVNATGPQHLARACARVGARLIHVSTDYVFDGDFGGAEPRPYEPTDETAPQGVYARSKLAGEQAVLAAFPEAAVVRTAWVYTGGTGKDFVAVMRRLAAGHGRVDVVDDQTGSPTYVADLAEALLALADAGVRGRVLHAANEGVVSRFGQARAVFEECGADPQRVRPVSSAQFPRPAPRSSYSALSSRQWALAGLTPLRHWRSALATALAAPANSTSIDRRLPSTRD
# Target sequence (P9WH11 whole entry, looked up): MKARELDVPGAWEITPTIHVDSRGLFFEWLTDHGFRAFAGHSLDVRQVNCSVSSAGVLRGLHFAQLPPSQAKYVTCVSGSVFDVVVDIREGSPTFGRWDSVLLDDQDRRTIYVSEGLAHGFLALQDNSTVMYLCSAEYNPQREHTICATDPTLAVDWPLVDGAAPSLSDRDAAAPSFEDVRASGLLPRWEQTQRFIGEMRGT
# M. tuberculosis GlmU – inhibition of mycobacterial GlmU enzyme – biochemical, glucosamine-1-phosphate acetyltransferase (AID 1376); inhibition, %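 (tested at 30 µM in the primary screen)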, or IC50 in µM where a hit was titrated; M. tuberculosis GlmU acetyltransferase enzyme assay; higher % means a stronger effect; 220,000 compounds, 0.25% hits; in the data active means inhibition above about 13%;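 further: 0% = complete reaction with vehicle and 100% = reaction without substrate; strong numbers were not always called active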
# The depositor's hits bear a star; · = no result given. An excerpt; rates above refer to the full screens.
SMILES,RmlCD inh 1536,M. tuberculosis GlmU
Cc1cc(C)c(C#N)c(SCc2ccc(C#N)cc2)n1,11,0.6%
O=C(O)CS(=O)(=O)c1ccc(C(F)(F)F)cn1,4,1.2%
Cc1onc(-c2c(F)cccc2Cl)c1C(=O)N1CCN(c2ncccn2)CC1,-11,3.8%
O=C1CC(=C(c2ccccc2)c2ccccc2)C(=O)N1CCN1CCN(c2cccc(Cl)c2)CC1,13,-1.4%
Cn1c(=O)oc2cc(C(=O)c3ccccc3)ccc21,11,-0.4%
CCOC(=O)c1c(C)[nH]c(C(=O)/C(C#N)=C/c2ccc(OCC)cc2)c1C,-5,0.6%
CCCCC(=O)OCC(=O)Nc1cccc(S(=O)(=O)NC2=NCCCCC2)c1,7,-4.6%
O=C(O)c1cccc(NC(=O)C2CCCO2)c1 (stereo not given),-8,4.5%
CN=C1c2cc3c(Br)c(OC)ccc3n2CCN1C,3,-0.6%
COc1ccc(C2=NN(C(=O)CCCC(=O)O)C(c3cn(-c4ccccc4)nc3-c3ccccc3)C2)cc1 (stereo not given),4,-2.5%
COc1ccc(NC(=O)N2CCCC2C(=O)NCc2ccc(C)cc2)cc1 (stereo not given),-7,1.1%
Cc1cc(S(=O)(=O)N2CC(=O)N(CCc3ccccc3)C(=O)C2)ccc1F,·,0.4%
O=C(CSc1ccc(-c2ccco2)nn1)c1cccc([N+](=O)[O-])c1,0,4.9%
Cn1c(SCC(=O)Nc2ccc3c(c2)OCCO3)nnc1-c1ccccn1,12,5.1%
O=C(NCCCN1CCCC1)Nc1cccc2ccccc12,1,·
CCOC(=O)Cn1c2c(c(-c3ccccc3OC)cc1=O)CCCC2,17,2.2%
Cc1cc(C)c(S(=O)(=O)n2nc(C)c(Br)c2C)c(C)c1,·,4.0%
CCCCCc1nc2c(=O)n(C)c3ccccc3c2o1,·,8.8%
N#Cc1c(NCCN)nc(-c2ccco2)c2c1CCCC2,14,-6.7%
Cc1ccc(S(=O)(=O)N(c2ccc(Br)cc2)C2C=CS(=O)(=O)C2)cc1 (stereo not given),7,-5.6%
CCC(C)N(C)Cc1cccc(C2(O)CCN(S(=O)(=O)c3ccc(F)cc3)CC2)c1 (stereo not given),-9,0.7%
CC(=O)C(C)Oc1ncn(-c2ccccc2)n1 (stereo not given),7,-0.8%
Cc1c(NN=C(C#N)C#N)c(=O)n(-c2ccccc2)n1C,2,-4.8%
CCN(CC(=O)NC1CCS(=O)(=O)C1)C(=O)COc1ccccc1-c1ccccc1 (stereo not given),16,0.8%
Cc1ccc(/C=N/NC(=O)C[n+]2ccccc2)o1,8,5.1%
# (listing goes on)
SMILES,RmlCD inh 1536,M. tuberculosis GlmU
O=C1CC(N(C(=O)c2ccco2)c2ccc(F)cc2)C(=O)N1c1ccc(F)cc1 (stereo not given),5,0.2%
Cc1c(CNC(=O)C2CC2)c(-n2cccc2)n(Cc2ccccc2)c1C,-13,-5.0%
COc1ccc(C(=O)CSc2nnnn2Cc2ccccc2)cc1,4,-3.5%
CN(C)/C=C1/C=C(C=O)OC1=O,-1,-1.4%
c1coc(Cn2c(-c3ccco3)nc3ccccc32)c1,-4,0.0%
CCOC(=O)c1sc(NC(=O)CNCc2cccnc2)c(C(=O)OCC)c1C,·,-5.1%
CN1C(=O)/C(=C\c2ccc(-c3ccccc3)o2)SC1=S,10,4.6%
O=C(O)/C=C\C(=O)NC1CCCCC1,-13,-2.9%
CCC(=O)c1ccc(OCC(O)Cn2c(C)nc3ccccc32)cc1 (stereo not given),5,3.9%
O=P(Cc1nnco1)(c1ccccc1)c1ccccc1,·,0.2%
C/C=C\C=C/C(=O)Nc1cccc(C2=NOC3(C2)C[C@@H](C(N)=O)N(C(=O)[C@H]2CCC(=O)N2)C3)c1 (stereo not given in full),·,3.4%
Cc1ccccc1Oc1ncnc2oc(-c3ccccc3)cc12,-3,6.1%
COCCn1c(N)c(N(Cc2ccccc2)C(=O)c2ccc(C#N)cc2)c(=O)[nH]c1=O,5,9.4%
O=C1/C(=C/c2cccnc2)SC(=S)N1CCc1ccccc1,-6,1.3%
CCOCCCNC(=O)c1c(C)c(C(=O)OCC)n(C)c1C,0,4.7%
S=c1[nH]nc(-c2cc(-c3ccccn3)nc3ccccc23)o1,·,6.3%
Cc1ccc(N2C(=O)CC(Nc3ccc(Cl)c(S(=O)(=O)N(C)C)c3)C2=O)c(C)c1 (stereo not given),-9,-1.1%
COC(=O)C1=C(C)NC(=O)/C1=C\c1cc(C)n(-c2ccccc2)c1C,-9,1.7%
CN(CC(=O)Nc1ccc(Cl)cc1)Cc1cc(=O)n2ccsc2n1,7,-2.1%
CC(C)N1CCC(=NNC(=O)c2ccccc2[N+](=O)[O-])CC1,0,2.1%
Cc1ccc(N2C(=O)CS/C2=N\C(=S)Nc2ccccc2)cc1,-5,-0.6%
CC(C)(C)C(=O)Nc1cc(S(=O)(=O)Nc2ccc(Cl)cc2)ccc1Cl,63,3.2%
CCC(=O)Nc1cc(C(C)(C)C)ccc1C(C)=O,-10,0.3%
CCCNCc1cc(Cl)c(OCC)c(Cl)c1,·,3.0%
CCCCN(CC)C(=O)CSc1nc2n[nH]c(C)c2c(=N)n1-c1cccc(C)c1,-13,2.9%
# More structures
SMILES,RmlCD inh 1536,M. tuberculosis GlmU
O=C(CSc1nnc(-c2c[nH]c3ccccc23)n1CC1CCCO1)Nc1ccc2c(c1)OCCO2 (stereo not given),-7,-9.8%
CN(C)C(=O)Oc1cccc2c(OC(=O)N(C)C)cccc12,·,-1.8%
O=C(O)C1CCN(Cc2cccnc2)CC1,-1,-7.1%
O=c1[nH]c2ccccc2n1CCCOc1ccccc1,·,2.7%
Cc1ccc(NC(=O)Cn2cnc3c(oc4nc5c(cc43)COC(C)(C)C5)c2=O)cc1,4,-0.5%
COc1cccc(CNCCOCCO)c1OC,-6,2.7%
CN1CCN(C(c2ccccn2)c2cc(Cl)c3cccnc3c2O)CC1 (stereo not given),15,-0.6%
Brc1ccc(C2=NC(Cc3ccccc3)CO2)cc1 (stereo not given),·,-0.1%
CCN(CC)C(=O)C(=O)Nc1ccc(OCc2ccccc2)cc1,·,-5.8%
O=C(CSc1nc(-c2ccccc2)cs1)Nc1cccc([N+](=O)[O-])c1,7,-3.4%
C=CCN1C(=O)NC(=O)/C(=C/c2cnc(SC)nc2)C1=O,·,-1.0%
O=C(CSc1nnc(CCCN2C(=O)c3cccc4cccc(c34)C2=O)n1-c1ccccc1)NCCCO,·,-3.9%
OCCNCc1cccc2ccccc12,-7,-0.1%
c1ccc(-n2c(-c3ccncc3)nnc2N2CCOCC2)cc1,-6,7.8%
CC(NC(=O)CSc1nc(=O)cc(N)n1CCc1ccccc1)c1ccccc1 (stereo not given),-6,3.0%
Cc1c(C)n(CCC#N)c2ccccc12,6,-0.1%
Cc1ccc(CNC(=O)COC(=O)c2cc3c(s2)CCC(C)C3)cc1 (stereo not given),7,-5.5%
CCOC(=O)c1nn(-c2ccc(F)cc2)c(C)c1C(C)=O,·,0.5%
Cc1cc(C)cc(N=c2c([N+](=O)[O-])nn(-c3ccc(Cl)cc3)n2O)c1,-9,-4.9%
C=CCc1ccccc1OCC(O)CNC(=O)c1ccccc1C(=O)O (stereo not given),-10,2.2%
COCCCNC(=S)N1CCN(C)CC1,·,-3.6%
O=S(=O)(Nc1nc2ccccc2nc1NCc1ccco1)c1ccc(Cl)cc1,6,1.4%
Cc1ccc(C2N=C(N)Nc3nc(=O)c4ccccc4n32)cc1 (stereo not given),6,-0.7%
COc1ccc(S(=O)(=O)n2[nH]c(=O)c(CCO)c2C)c([N+](=O)[O-])c1,3,6.5%
Cc1cc(N2CCN(c3cccc(C(F)(F)F)c3)CC2)n2nc(C)nc2n1,·,-0.1%
# Following part:
SMILES,RmlCD inh 1536,M. tuberculosis GlmU
COc1cc(OC)c(N(C)S(=O)(=O)c2cccc(C(=O)OCC(=O)NCc3ccco3)c2)cc1Cl,·,-5.3%
Cc1ccc(NC(=O)OCc2cc(-c3ccccc3)on2)cc1,-1,-6.9%
CNc1nnc(-c2cc3ccccc3oc2=O)s1,·,2.0%
O=C1CC(c2ccccc2)CC(O)=C1C=NCCN1CCOCC1 (stereo not given),-11,-3.9%
CC(C)c1ccccc1NC(=O)c1cnccn1,·,3.2%
COc1ccc(CNCC(O)(c2ccc(F)cc2)c2ccc(F)cc2)cc1,-10,-5.6%
O=C(COC(=O)c1ccc2ccccc2n1)c1ccccc1,-6,-4.8%
Cc1ccc2cccc(NC(=O)C(F)(F)F)c2n1,·,0.8%
O=c1ccc(C(F)(F)F)cn1Cc1cc(=O)n2cc(Br)ccc2n1,2,-2.3%
CCN(CC(=O)Nc1cccc(C(C)=O)c1)S(=O)(=O)c1ccccc1,·,0.3%
Nc1[nH]c(=S)nc2nc(-c3ccccc3)c(-c3ccccc3)nc12,·,4.9%
COCCOC(=O)c1c(C)nc(SCC(=O)Nc2ccc(OC)cc2)c(C#N)c1-c1ccco1,·,2.1%
O=C(NCC1CCCO1)c1ccc(OC2CCN(C(=O)C3CC3)CC2)cc1 (stereo not given),·,0.8%
COCCNC(=O)CNC(c1ccccc1)c1ccccc1,·,-1.6%
Cc1ccc(NC(=O)CSc2nnc([C@H](C)NC(=O)OC(C)(C)C)o2)c(C)c1,14,-1.4%
CN(C)c1nc(N)nc(CSc2ccccn2)n1,·,-4.0%
Cn1c(-c2ccccc2)c[n+]2c1CCCCC2,-12,2.4%
Cc1ccc(S(=O)(=O)NCC(c2ccccc2)N2CCN(CCC#N)CC2)cc1 (stereo not given),1,2.6%
O=[N+]([O-])c1ccc2c(c1)C(N1CCOCC1)/C(=C/COc1ccc(Cl)cc1Cl)O2 (stereo not given),-8,-0.9%
Cc1cc(C)c(C(=O)/C=C/C=C/c2ccccc2)c(=O)[nH]1,-14,2.0%
COC(=O)[C@@H](NC(=O)CCc1nnc(-c2ccsc2)o1)C(C)C,-1,-1.9%
Cc1cc(C)cc(-n2nnc(C(=O)NCc3ccco3)c2N)c1,·,7.2%
CSc1nc(N)n(-c2cc(C(F)(F)F)ccn2)n1,·,-4.6%
O=S(=O)(c1ccc(F)cc1)c1snnc1-c1ccccc1,-8,0.7%
Cc1nn2cc(-c3cccc(Cl)c3)cnc2c1Br,8,0.9%

# Taken from the results shown, 17 compounds:
SMILES,RmlCD inh 1536,M. tuberculosis GlmU
O=c1ccc(C(F)(F)F)cn1Cc1cc(=O)n2cc(Br)ccc2n1,2,-2.3%
CCN(CC(=O)Nc1cccc(C(C)=O)c1)S(=O)(=O)c1ccccc1,·,0.3%
Nc1[nH]c(=S)nc2nc(-c3ccccc3)c(-c3ccccc3)nc12,·,4.9%
COCCOC(=O)c1c(C)nc(SCC(=O)Nc2ccc(OC)cc2)c(C#N)c1-c1ccco1,·,2.1%
O=C(NCC1CCCO1)c1ccc(OC2CCN(C(=O)C3CC3)CC2)cc1 (stereo not given),·,0.8%
COCCNC(=O)CNC(c1ccccc1)c1ccccc1,·,-1.6%
Cc1ccc(NC(=O)CSc2nnc([C@H](C)NC(=O)OC(C)(C)C)o2)c(C)c1,14,-1.4%
CN(C)c1nc(N)nc(CSc2ccccn2)n1,·,-4.0%
Cn1c(-c2ccccc2)c[n+]2c1CCCCC2,-12,2.4%
Cc1ccc(S(=O)(=O)NCC(c2ccccc2)N2CCN(CCC#N)CC2)cc1 (stereo not given),1,2.6%
O=[N+]([O-])c1ccc2c(c1)C(N1CCOCC1)/C(=C/COc1ccc(Cl)cc1Cl)O2 (stereo not given),-8,-0.9%
Cc1cc(C)c(C(=O)/C=C/C=C/c2ccccc2)c(=O)[nH]1,-14,2.0%
COC(=O)[C@@H](NC(=O)CCc1nnc(-c2ccsc2)o1)C(C)C,-1,-1.9%
Cc1cc(C)cc(-n2nnc(C(=O)NCc3ccco3)c2N)c1,·,7.2%
CSc1nc(N)n(-c2cc(C(F)(F)F)ccn2)n1,·,-4.6%
O=S(=O)(c1ccc(F)cc1)c1snnc1-c1ccccc1,-8,0.7%
Cc1nn2cc(-c3cccc(Cl)c3)cnc2c1Br,8,0.9%

# (further entries)
SMILES,RmlCD inh 1536,M. tuberculosis GlmU
CCOC(=O)c1sc(=S)n(C)c1N,·,-2.0%
O=C(C1CC(=O)N(C2CCCCC2)C1)N1CCc2ccccc21 (stereo not given),7,1.9%
COc1ccccc1N1CCN(Cc2nc(N)nc(Nc3ccc(C)cc3)n2)CC1,-4,5.0%
COc1ccc(C(=O)O)cc1Nc1cc(C)nc2ncnn12,-6,3.4%
CCN(CC)CCNC(=O)C(=O)Nc1ccc(C(=O)OC)cc1,-8,-0.8%
C#CCOCCOCCOCCNc1nc(N2CCN(C(=O)[C@H](CCC(=O)O)n3cc(C(N)CC(C)C)nn3)CC2)nc(N2CCN(C(=O)[C@H](CCC(=O)O)n3cc(C(N)CC(C)C)nn3)CC2)n1 (stereo not given in full),·,-3.2%
CC1CCC2C(C1)c1sc(=O)[nH]c1SC2(C)C (stereo not given),4,10%
COc1cc(CC(=O)OCC(=O)NCC(C)C)cc(OC)c1OC,-14,2.4%
CCCCC1(CC)C(=O)NC(=O)NC1=Nc1ccc(OC)cc1 (stereo not given),18,1.8%
CC(C)c1nc2scc(-c3ccc(Cl)cc3)c2c(=O)n1N,11,4.6%
O=C(CNS(=O)(=O)c1ccc(F)cc1)N1CCCCCC1,15,3.5%
COc1ccc(C(CC(=O)O)NC(=O)COc2ccccc2)cc1OC (stereo not given),10,0.3%
O=C(Nc1cc(F)cc(F)c1)c1sc(Cl)nc1-c1ccccc1,-8,3.3%
COc1ccc(OCCCC(=O)Nc2ccc(N3CCCCC3)cc2)cc1,4,10%
COc1cc(Cl)c(S(=O)(=O)N2CC(C)OC(C)C2)cc1Cl (stereo not given),-2,-3.4%
COCC(C)n1c(SCC(=O)NNC(=O)c2ccc(F)cc2)nc2ccccc2c1=O (stereo not given),77,-0.3%
CCOC(=O)C1CCCN(C(=O)c2cc(Nc3ccc(OC)cc3)nc3ccccc23)C1 (stereo not given),3,1.6%
C/C(=N\N1CCN(C)CC1)c1ccc(Cl)c(Cl)c1,·,-1.9%
CCCNC(=O)COC(=O)/C=C/c1ccco1,4,-1.2%
